EPAC1 ag: qHTS for Agonist of cAMP-regulated guanine nucleotide exchange factor 3 (EPAC1): primary screen. Rap guanine nucleotide exchange factor 3 (Homo sapiens), O95398. EPAC1 agonist qHTS, biochemical assay; response scale: 100% = response to 6.5 mM cAMP. Potency, µM (top dose mostly 154 µM), for inactives: top-dose activation, most hits filed as activators. actives 0.073% (n = 360,000). AID 720707, 2013; further: nearly all actives have a fitted effect of over 60% in size
Target sequence (O95398 whole entry, looked up): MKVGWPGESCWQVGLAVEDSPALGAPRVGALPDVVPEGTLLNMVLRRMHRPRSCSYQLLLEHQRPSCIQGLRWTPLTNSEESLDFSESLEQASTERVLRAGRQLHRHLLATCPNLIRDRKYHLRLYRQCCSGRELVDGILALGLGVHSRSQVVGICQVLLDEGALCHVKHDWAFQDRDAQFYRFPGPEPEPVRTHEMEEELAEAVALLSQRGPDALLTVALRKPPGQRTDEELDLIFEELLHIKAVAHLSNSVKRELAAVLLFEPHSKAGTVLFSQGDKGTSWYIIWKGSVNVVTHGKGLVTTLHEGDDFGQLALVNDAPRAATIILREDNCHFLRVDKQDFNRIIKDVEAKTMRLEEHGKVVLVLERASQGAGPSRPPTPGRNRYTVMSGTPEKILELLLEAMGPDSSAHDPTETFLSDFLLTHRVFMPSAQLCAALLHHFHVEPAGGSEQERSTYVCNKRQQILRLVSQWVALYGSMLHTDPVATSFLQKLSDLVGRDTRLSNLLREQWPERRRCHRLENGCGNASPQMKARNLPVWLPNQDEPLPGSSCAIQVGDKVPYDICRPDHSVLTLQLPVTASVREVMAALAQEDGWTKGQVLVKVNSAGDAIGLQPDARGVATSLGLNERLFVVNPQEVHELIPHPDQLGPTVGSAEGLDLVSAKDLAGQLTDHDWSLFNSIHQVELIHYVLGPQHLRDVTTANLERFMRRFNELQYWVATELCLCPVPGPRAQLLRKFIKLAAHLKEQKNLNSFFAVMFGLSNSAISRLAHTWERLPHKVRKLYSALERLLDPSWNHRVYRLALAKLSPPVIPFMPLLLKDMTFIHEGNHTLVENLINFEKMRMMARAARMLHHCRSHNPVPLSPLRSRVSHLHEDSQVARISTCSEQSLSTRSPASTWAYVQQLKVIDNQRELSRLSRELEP
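EPAC1 100 nM, Rap1B–BODIPY-GDP 250 nM, unlabeled GDP 50 uM; compound titration; 5 min RT; kinetic read ex480/em540 at 5-min intervals ×30 min; data normalized to 6.5 mM cAMP agonist control.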
EPAC2 antag: qHTS for Antagonist of cAMP-regulated guanine nucleotide exchange factor 2 (EPAC2): primary screen. actives 0.18% (n = 360,000). Rap guanine nucleotide exchange factor 4 (Homo sapiens), Q8WZA2. Potency, µM (doses to about 114 µM), inactives show top-dose activity, negative = inhibition, actives largely listed as inhibitors. EPAC2 GEF exchange of Rap1B-BODIPY-GDP, fluorescence; further: on the % scale 0 is the no-effect control and ±100 the full control effect; nearly all actives have a fitted effect of over 45% in size; many of its hits are not listed in these tables
EPAC1 antag: qHTS for Antagonist of cAMP-regulated guanine nucleotide exchange factor 3 (EPAC1): primary screen | Rap guanine nucleotide exchange factor 3 (Homo sapiens), O95398 | EPAC1 GEF assay, Rap1b-BODIPY-GDP exchange fluorescence | Potency, µM (top dose mostly 115 µM), for the others: top-dose activity change, negative = inhibition, hits mostly inhibitors | actives 0.14% (n = 360,000) | AID 720709, 2013;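 further: plate controls were vehicle for no effect and positive control for full effect; nearly all actives have a fitted effect of over 50% in size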
FUS yeast rescue: qHTS for Suppressors of FUS Proteinopathy: Primary screen using FUS-linked yeast assay. S. cerevisiae FUS-expressing, growth rescue, OD600, 24 h. Potency, µM (series often up to 76.6 µM), for inactives: at the top dose growth rescue (activation), actives largely listed as activators. actives 0.24% (n = 390,000). AID 1347120, 2019;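 further: plate controls were DMSO vehicle for no effect and reference control for full effect; nearly all actives have a fitted effect of over 55% in size; some results filed as inactive show a strong effect at the top dose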
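Cultures pregrown in 2.5% raffinose medium are shifted to minimal medium containing 2% galactose to express toxic FUS. Compounds are tested at several concentrations. After 24hr at 30C, growth is quantified at 600 nm absorbance.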
PTHR1 ag: qHTS for PTHR1 Agonists: Primary Screen. Parathyroid hormone/parathyroid hormone-related peptide receptor (Homo sapiens), Q03431. HEK293 GP2 PTHR1 cells, GloSensor cAMP luminescence, 1 h. Potency, µM (doses to about 115 µM), inactives show top-dose activation, usual class: activators. actives 0.075% (n = 410,000); further: nearly all actives have a fitted effect of over 55% in size; some results filed as inactive show a strong effect at the top dose; inactives centre near -15; many of its hits are not listed in these tables
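HEK-293-derived GP2 cells expressing PTHR1 and a GloSensor cAMP reporter, 3,000/well, plated overnight, given luciferin plus IBMX (each 0.5 mM as added) for 1 h at 37 °C, then compound for 1 h at 37 °C. Luminescence was read after 15 min at room temperature.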
TDP43 rescue: qHTS of TDP-43 Inhibitors | TDP-43 expressing yeast growth rescue, BacTiter-Glo, 24 h | Potency, µM (doses to about 46.1 µM), without a hit: at the highest dose growth rescue (activation), usual class: activators | actives 1.8% (n = 410,000) | AID 652104, 2013; further: % of control where 0% means no effect; nearly all actives have a fitted effect of over 50% in size
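Yeast expressing TDP-43 (pregrown in raffinose, seeded at OD600=0.02 in galactose medium) exposed to compounds 24 hr at 30 deg C. Growth read by BacTiter-Glo luminescence; rescue of toxicity appears as increased signal.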
EPAC2 agonist: qHTS for Agonist of cAMP-regulated guanine nucleotide exchange factor 4 (EPAC2): primary screen; Potency, µM (top dose mostly 154 µM), inactives show at the top dose activation, actives largely listed as activators; EPAC2 activation, biochemical qHTS; response scale: 100% = 6.5 mM cAMP response; actives 0.079% (n = 360,000); further: nearly all actives have a fitted effect of over 50% in size
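Each well held 100 nM EPAC2, 250 nM RAP1B-BODIPY-GDP and 50 uM GDP. Fluorescence, read at 5-min intervals to 30 min, was referenced to a 6.5 mM cAMP positive control.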
aSyn yeast inh: qHTS of alpha-syn Inhibitors | Potency, µM (highest dose often 46.1 µM), without a hit: at the top dose growth rescue (activation), hits mostly activators | actives 0.14% (n = 370,000) | Yeast expressing alpha-synuclein, growth rescue, BacTiter-Glo, 24 h; further: % of control where 0% means no effect; nearly all actives have a fitted effect of over 65% in size
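Rescue of yeast growth: cells expressing toxic alpha-synuclein, induced in galactose at OD600 0.02, incubated with compound 24 h at 30 C. ATP luminescence quantified growth; inhibitors of toxicity appear as activators.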
* = called active by the depositor; i = inactive; ? = inconclusive; · = no result given; & = joins results of further samples; [ ] = dose if it differs, or a comment. The call rests on the fitted dose curve; in most records, active means well fitted curve in the direction sought with a large enough effect; inconclusive means small, poorly fitted or top-dose-only effect, or another doubt; inactive means no such curve, though single readings can be large; an effect the other way counts as inactive or inconclusive. Potency means the concentration at half of the fitted maximal effect. The list is partial. The share of hits here may be higher or lower than overall.

SMILES | EPAC1 ag | EPAC2 antag | EPAC1 antag | FUS yeast rescue | PTHR1 ag | TDP43 rescue | EPAC2 agonist | aSyn yeast inh
CC(C)/C=C/C(=O)N1CCC(N2CCC(C(=O)NCC3CCCO3)CC2)CC1 (centres undefined) | 1% | 6% | 0% | -21% | i | -6% | 4% | -5%
Cc1nc2ccccn2c1C(=O)NC1CCCc2ccccc21 (centres undefined) | -3% | -8% | ? | -30% | -40%[inhibitor] | 14% | 9% | -13%
O=C(Cc1ccc(Cl)cc1)NNC(=S)NC(=O)c1cccs1 | 5% | 9% | -6% | 20% | i | 28µM* | 0% | -28%
CC1(C)CC(NCc2ccccc2)=CC(=S)N1 | -16% | -6% | -12% | -6% | i | 26% | 7% | -2%
O=C(COC(=O)c1c2c(nc3ccccc13)/C(=C/c1ccco1)CC2)NC1CCCC1 | -4% | 0% | ? | · | -6% | -7% | 0% | -9%
CCCNC(=O)c1nnsc1S(=O)(=O)c1ccc(Cl)cc1 | -3% | -2% | -4% | 18% | -95%[inhibitor] | 1.6µM* | 2% | -68%[inhibitor]
O=C(COC(=O)CCC1CCCC1)Nc1nc2c(F)c(F)c(F)cc2s1 | 2% | 20% | -10% | -2% | i | -5%[0.397 µM] | 0% | 2%
CCCNC(=O)C1(C)CCN(Cc2csc(-c3ccc(Cl)cc3)n2)C1 (centres undefined) | -1% | -15% | 15% | -2% | -2% | 12% | 3% | 3%
COc1cc(CCC(=O)Nc2ncc(C)s2)cc(OC)c1OC | 1% | 2% | 4% | 8% | i | -2% | 1% | -4%
COc1cc(C(CC(=O)Nc2cc(C)ccn2)N2Cc3ccccc3C2=O)cc(OC)c1OC (centres undefined) | 1% | 3% | 0% | -2%&-20% | -24% | 10%&24% | -10% | 2%&1%
Cc1ccc2c(c1)cc(CN(Cc1ccc3c(c1)OCO3)C(=O)c1ccccc1)c1nnnn12 | 1% | 8% | 7% | -10% | i | -4% | 12% | -8%
CC(C)CN(CC(C)C)C(=O)c1cc2c(=O)n3ccccc3nc2s1 | -4% | -12% | -5% | 36% | -17% | 0% | -7% | -15%
COc1cccc(-c2nc(CS(=O)(=O)CC(=O)NCc3ccccc3)c(C)o2)c1 | -8% | 3% | -4% | 4% | -89%[inhibitor] | 5% | -1% | 0%
O=C(COc1ccc2ccccc2c1)N1CCN(c2ccccc2)CC1 | 7% | 0% | -3% | 6% | i | 0% | 4% | 13%
CC1(C)CC(=O)c2sc(NC(=O)C(C)(C)C)nc2C1 | -3% | -10% | -5% | 12% | -51%[inhibitor] | -18%[0.397 µM] | -1% | -6%
N#Cc1c(NC(=O)CSc2nnnn2C2CCCC2)sc2c1CCCC2 | -1% | 3% | 9% | 5% | -12%[57.5 µM] | -19% | 11% | 1%
COCCCn1c(=O)c2sccc2n(Cc2ccccc2)c1=O | 9% | 18% | 18% | 17% | 6% | -24% | 7% | -8%
Cn1c(N)c(C(=O)COC(=O)c2cccc(S(=O)(=O)NCc3ccccc3)c2)c(=O)n(C)c1=O | 5% | -11% | -4% | ? | -35%[inhibitor] | 1% | 11% | -4%
Cc1cc(C)n(C2CCCCC2OC(=O)CCc2ccccc2)n1 (centres undefined) | -1% | -10% | 10% | 4% | i | -1% | 2% | 17%
O=C(NCc1ccccc1)C(c1ccccc1F)N(CC1CCCO1)C(=O)c1ccccn1 (centres undefined) | 3% | 3% | 19% | 12% | -23% | -14% | 2% | 1%
COc1ccc(C(C)=O)c(OCC(=O)NCCC2=CCCCC2)c1 | -2% | -16% | 10% | 0% | -22% | 30% | -1% | 4%
O=C1CN(C(=O)COC(=O)c2oc3ccccc3c2COc2ccccc2)c2ccccc2N1 | 15% | -5% | -7% | 22% | i | 11% | 9% | 0%
CC(C)n1nnnc1SCC(=O)NCCc1ccccc1 | 6% | -5% | 3% | 18% | -19% | 21% | 13% | 1%
O=C(CCC(=O)c1ccc(Oc2ccccc2)cc1)Nc1cccc(Cl)c1 | -1% | -5% | ? | 22% | -15% | -11% | 17% | -3%
CC(C)N(CC(=O)Nc1ccc(Cl)cc1C(F)(F)F)C(=O)CCl | -6% | -14% | -14% | 4% | -21% | 15% | -3% | -4%
Cc1ccccc1NC(=S)Nc1ccc2[nH]c(=O)[nH]c2c1 | 6% | 7% | 4% | 5% | i | -10% | -2% | 2%
Cc1cc(C)c2ccc(NN)nc2c1O | -6% | 0% | 6% | 23% | i | 5% | -3% | -2%
CCOC(=O)c1c(N)nn(C(=O)C(C)C)c1-c1ccccc1 | 1% | -12% | ? | · | i | 12% | 10% | -11%
CC(=O)c1ccc(-n2c(CCC(=O)O)ccc2-c2ccccc2)cc1 | 4% | -15% | 3% | 12% | i | 11% | -5% | 25%
Cc1ccc(OCCC(=O)Nc2ccc(F)c(F)c2)cc1 | -5% | -7% | 2% | · | -12% | 4% | -6% | 2%
COc1cccc(C(C)NC(=O)Nc2ccccc2Cl)c1 (centres undefined) | 7% | -20% | -16% | 14% | -7% | ? | 17% | -6%
CCCN(C(=O)CCNC(=O)Cn1cnc2ccccc2c1=O)c1cccc(C)c1 | -5% | 7% | 4% | 13%&24% | i | 0%&17% | 0% | -5%
COc1ccccc1OCCNC(=O)CNC(=O)c1ccc2c(c1)OCO2 | -3% | 3% | -2% | -1% | i | -12% | 0% | -1%
O=C(O)c1ccc(CNC(=O)c2ccc3c(c2)C(=O)N(Cc2cccnc2)C3=O)cc1 | 0% | -5% | -29% | 15% | ? | -3% | 8% | -3%
O=C(c1ccc(N2CCOCC2)cc1)c1cccs1 | 2% | 3% | 9% | 18% | -30%[inhibitor] | -13% | 2% | 2%
Cc1cc(C(=O)CSc2nn3c(=O)c(C(C)(C)C)nnc3s2)c(C)n1-c1ccc(F)cc1 | -19% | -2% | -12% | ? | i | 6% | ? | 1%
O=C(CCc1ccc(S(=O)(=O)NCc2ccccc2)cc1)NCc1cccnc1 | 8% | 0% | ? | · | i | -24% | 3% | 1%
Cc1cc2nc(-c3ccc(SCc4ccccn4)nc3)[nH]c2cc1C | 8% | 11% | ? | 50% | -94%[inhibitor] | -28% | 19% | -2%
CCC(C)(c1nnnn1-c1c(C)cccc1C)N(N=O)c1ccccc1Cl (centres undefined) | 6% | -10% | -28% | · | -22% | -8% | 13% | 14%
Cc1ccc(C(=O)N2Cc3ccccc3CC2C(=O)O)cc1 (centres undefined) | 5% | -1% | -3% | 0% | i | -4% | 1% | 1%
Cc1c(C)n(C)c2ccc([N+](=O)[O-])cc12 | 1% | 4% | 5% | 2% | i | ? | 3% | 14%
Cc1cc(-c2nnnn2-c2ccc(F)cc2)no1 | 0% | -1% | -20% | 23% | 6% | -15% | 11% | -8%
O=C1CCCC2=C1C(c1ccncc1)n1c(nc3ccccc31)N2 (centres undefined) | 3% | -3% | -1% | 4% | i | 9% | -5% | -4%
CN1C(=O)C2(OCC(CO)([N+](=O)[O-])CO2)c2ccccc21 (centres undefined) | -1% | 1% | -17% | -22% | 24% | -13% | 7% | -9%
O=C(OCc1nnc(-c2ccccc2)o1)c1cn(-c2ccccc2)nc1-c1ccccc1 | 16% | -3% | 1% | 23% | -20% | -3% | 11% | 2%
CCCn1c(=N)n(CC(=O)c2ccc([N+](=O)[O-])cc2)c2ccccc21 | 3% | 18% | 0% | ? | -4% | -16% | 5% | -9%
Cc1cccc(C)c1NC(=O)C(c1ccccc1F)n1c(=O)c(-c2ccccc2)nc2ccccc21 (centres undefined) | -2% | -17% | -14% | 15% | -4% | -2% | 7% | 2%
O=C(COC(=O)c1cc(S(=O)(=O)N2CCOCC2)ccc1O)Nc1cc(S(=O)(=O)N2CCCC2)ccc1Cl | 4% | 1% | -25% | 40% | -3% | -14% | 9% | -3%

Grouped by structure, those above with a Cl atom (8)
SMILES | EPAC1 ag | EPAC2 antag | EPAC1 antag | FUS yeast rescue | PTHR1 ag | TDP43 rescue | EPAC2 agonist | aSyn yeast inh
O=C(Cc1ccc(Cl)cc1)NNC(=S)NC(=O)c1cccs1 | 5% | 9% | -6% | 20% | i | 28µM* | 0% | -28%
CCCNC(=O)c1nnsc1S(=O)(=O)c1ccc(Cl)cc1 | -3% | -2% | -4% | 18% | -95%[inhibitor] | 1.6µM* | 2% | -68%[inhibitor]
CCCNC(=O)C1(C)CCN(Cc2csc(-c3ccc(Cl)cc3)n2)C1 (centres undefined) | -1% | -15% | 15% | -2% | -2% | 12% | 3% | 3%
O=C(CCC(=O)c1ccc(Oc2ccccc2)cc1)Nc1cccc(Cl)c1 | -1% | -5% | ? | 22% | -15% | -11% | 17% | -3%
CC(C)N(CC(=O)Nc1ccc(Cl)cc1C(F)(F)F)C(=O)CCl | -6% | -14% | -14% | 4% | -21% | 15% | -3% | -4%
COc1cccc(C(C)NC(=O)Nc2ccccc2Cl)c1 (centres undefined) | 7% | -20% | -16% | 14% | -7% | ? | 17% | -6%
CCC(C)(c1nnnn1-c1c(C)cccc1C)N(N=O)c1ccccc1Cl (centres undefined) | 6% | -10% | -28% | · | -22% | -8% | 13% | 14%
O=C(COC(=O)c1cc(S(=O)(=O)N2CCOCC2)ccc1O)Nc1cc(S(=O)(=O)N2CCCC2)ccc1Cl | 4% | 1% | -25% | 40% | -3% | -14% | 9% | -3%

3 compounds out of the list above, ordered by their value in EPAC2 antag, falling.
SMILES | EPAC2 antag | EPAC1 antag | PTHR1 ag | EPAC2 agonist
O=C(NCc1ccccc1)C(c1ccccc1F)N(CC1CCCO1)C(=O)c1ccccn1 (centres undefined) | 3% | 19% | -23% | 2%
O=C(O)c1ccc(CNC(=O)c2ccc3c(c2)C(=O)N(Cc2cccnc2)C3=O)cc1 | -5% | -29% | ? | 8%
Cn1c(N)c(C(=O)COC(=O)c2cccc(S(=O)(=O)NCc3ccccc3)c2)c(=O)n(C)c1=O | -11% | -4% | -35%[inhibitor] | 11%
